aSyn yeast rescue = alpha-synuclein toxicity suppression in yeast | S. cerevisiae alpha-synuclein toxicity rescue, BacTiter-Glo growth, 24 h | Potency, µM (series often up to 46.1 µM), for inactives: top-dose growth rescue (activation), most hits filed as activators | AID 1347070 | 94,000 tested, 0.02% active; active means well fitted activation curve with a large enough effect; further: 0% is about no effect
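Growth restoration measured by BacTiter-Glo luminescence after 24 hr at 30 deg C; alpha-synuclein yeast, raffinose-pregrown to mid-log, were added at OD600=0.02 in galactose medium onto pinned compounds.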
* marks the source's active call; other numbers are inactive results. Potency means the concentration at half of the fitted maximal effect.

structure | aSyn yeast rescue
COc1cc(C(c2c(C)[nH][nH]c2=O)c2c(C)[nH][nH]c2=O)ccc1OC(=O)c1cccc(C)c1 | -17%
CC(C)=CCOc1c2ccoc2cc2oc(=O)ccc12 | 5%
COc1ccc(-n2nc3c(N4CCCC(C(=O)NCc5ccccc5C)C4)nnc(C)c3c2C)cc1 (stereo unspecified) | -1%
Cc1cncn1CCc1nc2c3ccccc3nc(SCC(=O)Nc3cccc(Cl)c3)n2n1 | -3%
COCCn1c(SCC(=O)Nc2ccc(F)c(Cl)c2)nc2c(oc3ccccc32)c1=O | -3%
Cc1nc2c(-c3ccccc3)c(C)[nH]n2c(=O)c1Cc1ccc(Br)cc1 | -2%
O=C(Cn1c(=O)n(Cc2ccco2)c(=O)c2oc3ccccc3c21)Nc1ccccc1 | -5%
O=C(CCCCCn1c(=O)c2sccc2n(CC(=O)Nc2cccc(Cl)c2)c1=O)NCc1ccc2c(c1)OCO2 | -6%
Cc1cccc(N2CCN(C(=O)CCC(=O)NNc3nc4ccccc4c4nc(C)nn34)CC2C)c1 (stereo unspecified) | -2%
O=C(CSc1nc2ccccc2n1Cc1cccc(Cl)c1)N1CCN(c2ccc(F)cc2)CC1 | -6%
COc1ccc(-c2cn3cccnc3n2)cc1NC(=O)c1cc(C)cc(C)c1 | -9%
COc1ccc(Cn2c(SCc3ccc(C(=O)NC4CCCC4)cc3)nc3ccncc32)cc1 | 8%
CCCCn1cnc2cc(NCc3ccccc3Cl)ccc21 | 2%
CC(O)CNC(=O)C(=O)Nc1c2c(nn1-c1ccc(Cl)cc1)CSC2 (stereo unspecified) | 3%
COc1ccc(CC(=O)Nc2c(C(=O)N3CCN(c4ccccc4F)CC3)oc3ccccc23)cc1OC | 3%

Look-ups from above.
`CC(C)=CCOc1c2ccoc2cc2oc(=O)ccc12` in aSyn yeast rescue has 5%
`CC(O)CNC(=O)C(=O)Nc1c2c(nn1-c1ccc(Cl)cc1)CSC2` (stereo unspecified) in aSyn yeast rescue has 3%
`Cc1nc2c(-c3ccccc3)c(C)[nH]n2c(=O)c1Cc1ccc(Br)cc1` in aSyn yeast rescue has -2%
`CCCCn1cnc2cc(NCc3ccccc3Cl)ccc21` in aSyn yeast rescue has 2%
`COc1ccc(-n2nc3c(N4CCCC(C(=O)NCc5ccccc5C)C4)nnc(C)c3c2C)cc1` (stereo unspecified) in aSyn yeast rescue has -1%
`O=C(Cn1c(=O)n(Cc2ccco2)c(=O)c2oc3ccccc3c21)Nc1ccccc1` in aSyn yeast rescue has -5%
`O=C(CCCCCn1c(=O)c2sccc2n(CC(=O)Nc2cccc(Cl)c2)c1=O)NCc1ccc2c(c1)OCO2` in aSyn yeast rescue has -6%

Ordered by SMILES length (highest first): some entries from above
structure | aSyn yeast rescue
COc1ccc(CC(=O)Nc2c(C(=O)N3CCN(c4ccccc4F)CC3)oc3ccccc23)cc1OC | 3%
Cc1cncn1CCc1nc2c3ccccc3nc(SCC(=O)Nc3cccc(Cl)c3)n2n1 | -3%
Cc1nc2c(-c3ccccc3)c(C)[nH]n2c(=O)c1Cc1ccc(Br)cc1 | -2%

Compound activity deposited in PubChem by National Center for Advancing Translational Sciences (NCATS).

Only part of the results is shown. The share of hits here may be higher or lower than overall.
